# PriA SSB inh: inhibitors of Klebsiella pneumoniae PriA binding to SSB C-terminal tail; 0.6% of 430,000 active; inhibition, % at 33 µM; AlphaScreen SSBct-PriA binding, biotinylated peptide; in the data active = inhibition mostly above about 37%, no sharp cut-off; inactive = mostly below about 20%;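 note: plate controls were negative control peptide for no effect and reference peptide for full effect; strong numbers were not always called active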
# The depositor's hits bear a star; & = joins results of further samples. Not all compounds are listed; count on the stated rates, not on these rows.
SMILES,PriA SSB inh
CCOc1ccc(S(=O)(=O)N2CCN(S(=O)(=O)c3cccc([N+](=O)[O-])c3)CC2)cc1,2
Fc1ccccc1Cn1c(-c2cccs2)nc2ccccc21,-9&-3
O=C1/C(=C/c2ccncc2)Oc2c1ccc1c2CN(CCc2cccs2)CO1,-15
O=C(NCc1csc(-c2ccccc2)n1)C1CCCN(c2cc(-n3cncn3)ncn2)C1 (configuration not stated),7
Cc1ccccc1/[N+]([O-])=C/c1ccc(N(C)C)cc1,18
CCOC(=O)c1ccc(-c2ccc(/C=C3\SC(=O)NC3=S)o2)cc1,17
Cc1noc(-c2c(NC(=O)Cc3noc4ccccc34)sc3c2CCOC3)n1,-8
CC1=[N+](C)c2ccc3ccccc3c2C1(C)Cc1ccccc1 (configuration not stated),-52
Cc1nnc(N2C(=O)C(=O)C(=C(O)c3ccc4c(c3)CC(C)O4)C2c2ccccc2F)s1 (configuration not stated),3
O=c1[nH]cnc2c(-c3ccccc3)csc12,1
O=C(CSc1nnc2c(=O)n(-c3ccc(F)cc3)ccn12)NC[C@H]1CCCO1,-10
CCOc1cc(-c2nnc(NC(=O)c3cc(Cl)ccc3Cl)o2)cc(OCC)c1OCC,0
COc1ccccc1CCNC(=O)Cc1cn(Cc2ccc(Cl)cc2)c2ccccc12,-37&-1
Cc1cc(C(=O)Nc2ccc(N=Nc3ccccc3)cc2)on1,-12
O=C(Nc1ccccc1F)c1cc(C2CCN(C(=O)c3ccc(=O)[nH]c3)CC2)[nH]n1,-10
O=C1CCCN1c1ccc(Cn2cccc(S(=O)(=O)N3CCCC3)c2=O)cc1,-17
O=C(Nc1nc2ccc(S(=O)(=O)N3CCOCC3)cc2s1)c1ccc(Br)o1,2
O=C(Nc1nc(-c2nc3ccccc3s2)cs1)c1ccc(N2CCCCC2)c([N+](=O)[O-])c1,-4
CC(C)(C)C(=O)Nc1nc(CC(=O)NCc2ccc(Cl)cc2)cs1,1
O=C(NN=Cc1ccc([N+](=O)[O-])o1)c1ccc2c(c1)OCO2,-1
COCC(C)(O)CNC(=O)C(=O)NC(C)c1ccccc1 (configuration not stated),-5
Cc1noc(Cc2c[nH]c3ccccc23)n1,-11
Cc1ccc(-c2csc3nnc(SCC(=O)Nc4ccc(F)c(Cl)c4)n23)cc1,-12
Cc1nc(OCC(=O)NCc2ccnc(N3CCCC3)n2)cc(-n2cccn2)n1,-11
Cc1ccc(-c2nc(N3CCOCC3)sc2-c2ccc([N+](=O)[O-])cc2)cc1,-10
O=C(Cn1nc(C2CC2)cc1C(=O)N1CCCC1)Nc1ccccc1,8
COCCn1c(C(=O)O)cc2c(=O)n3ccccc3nc21,-14
CC1(C)C(=O)NCCN1C(=O)C1CC1,-18
Cc1cc2ncc(CCCNC(=O)CNS(=O)(=O)c3cccc(Cl)c3)cn2n1,-6
O=C(Nc1ccc([N+](=O)[O-])cc1)C1CCCN(c2ccc(-c3ccccc3)nn2)C1 (configuration not stated),-2
O=C(CCc1ccc(S(=O)(=O)N2CCOCC2)cc1)NN=Cc1ccc(F)cc1F,16
CCOc1ccccc1NC(=O)c1cn(Cc2ccc(NC(=O)CC3CCCCC3)cc2)cn1,1
Cc1cccn2c(=O)c(/C=N\O)c(NCCO)nc12,0
O=c1c2nnn(Cc3ccccc3Cl)c2ncn1Cc1nc(-c2ccc(F)cc2)no1,5
Cc1cc(C)cc(NC(=O)C2CCN(c3nc4nc[nH]c(=O)c4s3)CC2)c1,-16
COc1ccc2nc(-c3ccc(C)c(NC(=O)C(C)Oc4ccc5c(c4)OCO5)c3)cn2n1 (configuration not stated),-9
COc1ccccc1-n1c(=O)[nH]c2c(C(N)=O)nc(-c3cc(OC)c(OC)c(OC)c3)nc21,-4
O=C(CN1CCN(Cc2nc3ccccc3[nH]2)CC1)NCc1ccccc1Cl,3
Nc1ncnc(Oc2ccc([N+](=O)[O-])cc2)c1[N+](=O)[O-],-4
CC(=NNC(=O)c1c(Cl)cnn1C)c1cccc(NC(=O)COc2ccccc2)c1,-8
CC(C)C(=O)N1CCc2ccc(NS(=O)(=O)Cc3ccc(Cl)cc3)cc2C1,-3
Cn1cc(S(=O)(=O)N2CCCN(C(=O)CCS(=O)(=O)c3ccccc3)CC2)cn1,-12
Fc1ccc2nc(N3CCN(c4ccccc4)CC3)sc2c1,-8
O=C(c1cc(-c2cccs2)[nH]n1)N1CCc2ncncc2C1,0
COc1ccc(NC(=O)C(=O)NCCc2c[nH]c3ccccc23)cc1Cl,-5
c1ccc2[nH]c(C3CCCN3)nc2c1 (configuration not stated),19
O=C(NCCc1csc2nc(-c3cccs3)nn12)c1ccccc1C(F)(F)F,-4
Cc1ccc(C=NNC(=O)Cn2cnc3ccccc32)o1,6
O=S(=O)(NCCOc1ccccc1)c1ccc2c(c1)OCCO2,-22
Cc1nc(-c2ccccc2)sc1C(=O)Nc1ccc(-c2ccc3nnc(-c4ccncc4)n3n2)cc1,-6
CC(C)c1ccc(NC(=O)c2cc(S(=O)(=O)NC3CCCCCC3)ccc2F)cc1,-1
CC(C)c1ccc(C2C(=C(O)c3ccccc3)C(=O)C(=O)N2CCCN2CCOCC2)cc1 (configuration not stated),-4
COc1ccc(S(=O)(=O)N2CCN(c3ccc4nnc(C5CC5)n4n3)CC2)cc1OC,3
Cc1ncc2c(SCC(=O)Nc3cc(Cl)ccc3C)ncnc2n1,-10
CCCCN1C(=O)c2cccc3c(S(=O)(=O)NC4(C(=O)O)CCCCC4)ccc1c23,-22
COc1ccc(-c2c(C#N)c(SCC(=O)N3CCCCCC3)nc3c2C(=O)CC(C)(C)C3)cc1,-7
COc1ccc(-c2ccc(N3CCCC(C(=O)Nc4ccc([N+](=O)[O-])cc4)C3)nn2)cc1 (configuration not stated),-2
Cc1sc2[nH]c(=S)n(-c3ccccc3)c(=O)c2c1-c1ccc(F)cc1,-2
CC(=O)c1ccc(NC(=O)COc2cc(=O)n3cccc(C)c3n2)cc1,-1
O=C1CN=C(c2ccc(F)cc2)c2cc(Br)ccc2N1,4

# Ordered by number of heavy atoms (highest first): some entries from above.
SMILES,PriA SSB inh
COc1ccc(-c2ccc(N3CCCC(C(=O)Nc4ccc([N+](=O)[O-])cc4)C3)nn2)cc1 (configuration not stated),-2
COc1ccccc1CCNC(=O)Cc1cn(Cc2ccc(Cl)cc2)c2ccccc12,-37&-1
O=C(CCc1ccc(S(=O)(=O)N2CCOCC2)cc1)NN=Cc1ccc(F)cc1F,16
Cc1cc2ncc(CCCNC(=O)CNS(=O)(=O)c3cccc(Cl)c3)cn2n1,-6
Fc1ccccc1Cn1c(-c2cccs2)nc2ccccc21,-9&-3
Nc1ncnc(Oc2ccc([N+](=O)[O-])cc2)c1[N+](=O)[O-],-4

# (next part)
SMILES,PriA SSB inh
CC(C)Sc1ccc(CC(=O)NCc2cnn3ccccc23)cc1,1
COc1ccc(C(=O)Nc2cc(C)nn2-c2nc3ccc(F)cc3s2)cc1,-4
CCOc1ccc(N2C(=O)N(Cc3ccc(F)cc3)c3ccccc3S2(=O)=O)cc1,-18
COc1ccc(O)c(C=NNc2nc3ccccc3[nH]2)c1,2
COc1ccc2cc(C(=O)NCCn3nc(C4CC4)n(-c4ccccc4)c3=O)[nH]c2c1,8
O=c1[nH]c(=S)[nH]c2c1cnn2-c1ccccc1,1
COc1ccccc1NC(=O)Nc1nc(CC(=O)N2CCc3ccccc3C2)cs1,13
O=C(c1ccco1)N1CCN(C(=O)C2COCC(=O)N2Cc2ccccc2)CC1 (configuration not stated),-1
COc1ccc(NC(=O)CC2CCCCN2S(=O)(=O)c2ccc(F)cc2)cc1Cl (configuration not stated),8
O=c1c2cc3c(cc2nc2sc(Nc4ccc(Br)cc4)nn12)OCO3,-6
COc1cn2c(cc1=O)C(=O)N(CCNC(=O)COc1ccc(Cl)cc1)CC2,-12&-1
CSCCC(N)c1nc(-c2cccs2)no1 (configuration not stated),-2
CCOc1ccc(C(=O)NCCN2CCn3cc(OC)c(=O)cc3C2=O)cc1OCC,-7
O=C(Cn1nc(-c2ccco2)ccc1=O)Nc1cccc([N+](=O)[O-])c1,18
CC12CCC(C(=O)N(c3cccc4ccccc34)C1=O)C2(C)C (configuration not stated),8
O=C(Cn1cnc2ccccc21)N1Cc2cnc(N3CCOCC3)nc2C1,-2
O=C(Cn1c(=O)n(Cc2cccs2)c(=O)c2ncccc21)N1CCc2ccccc21,-10
Cc1cc(C(=O)NN=Cc2c[nH]c3ccccc23)cs1,-15
Cc1cc(C(F)(F)F)n(-c2nc(C(=O)NN=Cc3ccc(F)cc3)cs2)n1,-12
COc1ccccc1NC(=O)c1sc(=S)n(-c2ccc(Cl)cc2)c1N,36*
Cc1nn(C2CCS(=O)(=O)C2)c(C)c1S(=O)(=O)Nc1ccccc1F (configuration not stated),4
CCC(CC)C(=O)NCc1nnnn1-c1ccc(F)cc1,-8
CSC(=S)N/N=C(/C)c1ccccc1,14
Cc1cccc(NCC(=O)NN=Cc2ccc[nH]2)c1,5
Cc1nc(-c2ccc(F)cc2)sc1CCNC(=O)Oc1ccccc1,7
Cn1nc(CNC(=O)Nc2ccc3c(c2)OCO3)cc1-c1cccs1,-2
C=C1Cn2c(nc3sc(C)c(C)c3c2=O)S1,-14
COCc1nc2ccccc2n1CCc1noc(-c2ccc(OC)cc2)n1,-8
Cc1ccc(NC(=O)C2OC3OC(C)(C)OC3C3OC(C)(C)OC23)cc1Cl (configuration not stated),-15
COc1ccccc1OCC(=O)Nc1cc(C)nn1-c1nc2c(cnn2-c2cccc(C)c2)c(=O)[nH]1,18
Cc1cc(N2CCN(CCOc3cccc4ccccc34)CC2)n2nc(C(F)(F)F)nc2n1,5
CS(=O)(=O)c1ccc(CC(=O)Nc2nc(-c3cccc([N+](=O)[O-])c3)cs2)cc1,4
CCC(=O)Nc1ccc(SCC(=O)Nc2cc(OC)ccc2OC)nn1,-1
O=C(C1CCCC1)N1CCc2ccc(NS(=O)(=O)c3ccc(F)cc3)cc21,-8
CC(=O)N(c1cccc(C(F)(F)F)c1)[C@@H]1C=CS(=O)(=O)C1,-24
O=C(C[C@@H]1C/C=C/CCCC(=O)OC[C@@H]2CCCN2C1=O)N[C@@H](CO)Cc1ccccc1,-3

# Laid out differently: entries from further up
COc1ccccc1OCC(=O)Nc1cc(C)nn1-c1nc2c(cnn2-c2cccc(C)c2)c(=O)[nH]1
  PriA SSB inh = 18
Cc1cc(N2CCN(CCOc3cccc4ccccc34)CC2)n2nc(C(F)(F)F)nc2n1
  PriA SSB inh = 5
CS(=O)(=O)c1ccc(CC(=O)Nc2nc(-c3cccc([N+](=O)[O-])c3)cs2)cc1
  PriA SSB inh = 4
CCC(=O)Nc1ccc(SCC(=O)Nc2cc(OC)ccc2OC)nn1
  PriA SSB inh = -1

# (cont.)
SMILES,PriA SSB inh
CC(C)Sc1ccc(C(=O)Nc2ccc([N+](=O)[O-])cc2)cc1,6
Cn1ncc2c(NNC(=O)c3cccc([N+](=O)[O-])c3)ncnc21,1
Cc1ccsc1C=NNC(=O)c1n[nH]c2c1CCC2,-12
COc1ccccc1-c1cc(C(=O)NN=Cc2ccc(C)s2)c2ccccc2n1,6
CN(Cc1nc2ccccc2n1CC(=O)N(C)c1ccccc1)C(=O)c1ccco1,9
O=C(c1ccc(-n2cccc2)cc1)N1CCN(c2cc(C(F)(F)F)ncn2)CC1,-2
O=C1c2ccccc2C(=O)N1CNc1ccc(Br)cc1,-7
Cc1cc(-n2nnc(C(=O)N3CCCC3)c2C)ccc1Br,-17
CCOC(=O)c1c(NC(=S)NC(=O)c2sc3ccccc3c2Cl)sc2c1CCC2,5
CCOc1cc(-c2ccc(C)cc2)nc2ccc(C(=O)N3CCOCC3)cc12,1
Cc1ccc(NC(=O)[C@@H]2CSCCC(=O)N2)cc1Cl,5
Cc1cc2c(=O)n(Cc3ccco3)c(SCC(=O)c3ccc(F)cc3)nc2s1,-7
O=C(CSc1ccc2nnc(-c3ccccn3)n2n1)N1CCCCCC1,-2
Clc1ccc(-c2cn(-c3ccc(Br)cc3)c3[n+]2CCCS3)cc1,4
CCCCCCC(=O)N/N=C\c1cc(Br)ccc1O,-11
O=C(Nc1ccc(N=Nc2ccccc2)cc1)c1cccc([N+](=O)[O-])c1,18
O=C1c2cc(S(=O)(=O)N3CCCC3)ccc2-c2ccc(S(=O)(=O)N3CCCC3)cc21,-23
CCOc1cccc(-c2c(C(=O)NN=Cc3c(F)cccc3Cl)nnn2-c2nonc2N)c1,-11
COc1cc(C(=O)O)cc(OC)c1O,-5
Cc1scc(-c2csc(Nc3cccnc3)n2)c1C,-10
CCNc1nc(NCC)nc(NN=Cc2ccc(N(C)C)cc2)n1,9
CC(=O)Nc1ccc(CC(=O)N2CCc3ncncc3C2)cc1,-3
CCSc1cccc(C(=O)Nc2cc(C)nn2C)c1,-10
O=S(=O)(Cc1ccccc1)N1CCN(c2ccc(-c3ccco3)nn2)CC1,-13
COc1ccc(-c2cc(=O)n(C)cn2)cc1,-13
COc1ccc(S(=O)(=O)N2CCN(c3cc(Cl)ccc3Cl)CC2)c2ccccc12,-13
COCCNC(=O)C(=O)NC[C@@](O)(c1ccccc1)C(F)(F)F,-3
CCc1ccc(S(=O)(=O)NN=C(C)c2ccncc2)cc1,-8
CC1CCCCN1CCn1cccn1 (configuration not stated),3
Oc1ccccc1C=Nn1c2ccccc2c2ccccc21,-13
Nc1ccc2c(c1)N(C(=O)c1ccccc1)CCC2,22
CC(C)(C)C(=O)NCCn1ccn2nccc12,-5
O=C(c1c(F)cccc1Cl)N1CC(S(=O)(=O)C2CCCCC2)C1,0
CCOC(=O)N1CCN(C(=O)c2csc(Nc3ccc(OC(F)(F)F)cc3)n2)CC1,1
O=S(=O)(c1ccccc1Br)N1CCC(c2cccs2)CC1,-4
C=CCn1c(=NC(=O)c2cc3c(ccc4ccccc43)oc2=O)sc2cc(S(N)(=O)=O)ccc21,5
CCOC(=O)CCCSc1nnc(CSc2nc(N)c3c4c(sc3n2)CCC4)n1-c1ccccc1,-13
Cc1ccc(NC(=O)Nc2nc(C(=O)N3CCN(C(=O)c4ccco4)CC3)cs2)cc1,0
COc1cc(C(=O)/C=C/c2ccc(C(=O)O)cc2)cc(OC)c1OC,-12
CCC(C)NC(=O)CON=Cc1ccccc1OC(F)F (configuration not stated),-13

# High-throughput results (PubChem BioAssay)
